# N370S GC: N370S glucocerebrosidase modulation, Gaucher chaperone candidate. AID 2101. N370S GC spleen homogenate, 4MU-glucoside fluorescence. P04062. actives 0.092% (n = 330,000). Potency, µM (doses to about 59.4 µM), for the others: at the highest dose activity change, negative = inhibition, most hits filed as inhibitors;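 also: 0% = full enzyme activity and -100% = no enzyme basal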
# FEN1 inhibitor: blocks human flap endonuclease 1 | Recombinant FEN1 flap cleavage, fluorescence, 15 min | P39748 | AID 588795 | actives 0.35% (n = 390,000) | Potency, µM (series often up to 114 µM), without a hit: at the highest dose activity change, negative = inhibition, hits mostly inhibitors; also: nearly all actives have a fitted effect of over 65% in size
#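 Nuclease activity of 10 nM FEN1 was measured after 15 min of room-temperature exposure to titrated compounds, by adding 50 nM flap substrate and reading plates at 0 and 15 min.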
# GCN5L2 inh: GCN5L2 (KAT2A) acetyltransferase inhibition; Potency, µM (doses to about 58.9 µM), for inactives: top-dose activity change, negative = inhibition, actives largely listed as inhibitors; actives 0.21% (n = 390,000); GCN5L2 HAT assay, ThioGlo1 CoA-SH fluorescence; Q92830
# Target sequence (Q92830 whole entry, looked up): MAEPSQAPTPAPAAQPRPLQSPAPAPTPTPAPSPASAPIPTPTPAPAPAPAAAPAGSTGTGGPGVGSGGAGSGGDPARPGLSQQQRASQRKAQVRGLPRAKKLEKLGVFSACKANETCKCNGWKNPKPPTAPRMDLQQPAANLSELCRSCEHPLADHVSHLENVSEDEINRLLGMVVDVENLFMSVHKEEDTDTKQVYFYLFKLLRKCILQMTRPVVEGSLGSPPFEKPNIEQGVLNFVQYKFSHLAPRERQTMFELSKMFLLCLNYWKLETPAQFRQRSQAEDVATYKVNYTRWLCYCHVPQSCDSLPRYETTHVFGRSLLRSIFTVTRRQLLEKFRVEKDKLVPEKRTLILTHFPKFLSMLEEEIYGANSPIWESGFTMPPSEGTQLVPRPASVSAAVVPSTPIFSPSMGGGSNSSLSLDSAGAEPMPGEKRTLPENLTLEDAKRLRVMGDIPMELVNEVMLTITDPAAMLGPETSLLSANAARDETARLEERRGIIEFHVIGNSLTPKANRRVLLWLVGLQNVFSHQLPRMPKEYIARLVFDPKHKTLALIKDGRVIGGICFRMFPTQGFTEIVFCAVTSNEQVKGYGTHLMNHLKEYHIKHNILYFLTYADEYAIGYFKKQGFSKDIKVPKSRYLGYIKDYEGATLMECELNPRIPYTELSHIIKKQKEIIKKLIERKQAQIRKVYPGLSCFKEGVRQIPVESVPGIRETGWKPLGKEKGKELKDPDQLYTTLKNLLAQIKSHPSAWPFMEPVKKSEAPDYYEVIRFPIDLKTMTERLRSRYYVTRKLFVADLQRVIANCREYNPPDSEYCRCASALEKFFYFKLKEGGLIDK
#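 qHTS, 1536-well. 20nM enzyme, pH 7.5 HEPES/EDTA/Tween-20 buffer; 15 min compound preinc., RT. Start: 75uM H3(1-25), 70uM AcCoA, 50uM ThioGlo1. Read Ex340/Em540 at t=0 (autofluorescence flag) and t=20 min.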
# An asterisk follows results filed as active; ? = inconclusive; nt = not tested or not shown; & = joins results of further samples; [ ] = another dose, or the depositor's remark. Calls follow the shape of the dose curve; as a rule, active = well fitted curve in the direction sought with a large enough effect; inconclusive = small, poorly fitted or top-dose-only effect, or another doubt; inactive = no such curve, though single readings can be large; an effect the other way counts as inactive or inconclusive. Unless noted, % is scaled to controls: 0 for no effect and ±100 for the full control effect; potency is read from the fitted curve at half-maximal effect. Rows are unselected. Share with any hit: about 0.54%.
N370S GC	FEN1 inhibitor	GCN5L2 inh	structure
nt	-12%	-10%	COc1ccccc1NC(=O)CCn1nc(-c2ccccc2)c2ccccc2c1=O
-7%	nt	-6%&5%	CN(CC[C@@H](Oc1ccc(C(F)(F)F)cc1)c1ccccc1)CC(=O)O
-12%	23%	-2%	CC(C)NC(=O)CSc1nc2ccccc2n1CC(=O)N(C(C)C)C(C)C
-9%	-12%	-9%	CC(=O)c1cccc(NC(=O)CCCN(C)S(=O)(=O)c2ccc(F)cc2)c1
-3%	-2%	-7%	Cc1cc(C(=O)C(=O)NC(C)C)c(C)n1-c1ccc([N+](=O)[O-])cc1
nt	21%	6%	COc1ccc(CCn2c(=O)c3cccnc3n(CC(=O)Nc3c(C)cc(C)cc3C)c2=O)cc1OC
nt	0%	-6%	CCN1c2ccccc2-n2cccc2C12CCN(C(=O)Nc1ccccc1C(F)(F)F)CC2
1%	3%	-3%	CCOC(=O)C1CCN(C(=O)c2ccc(OCC(=O)Nc3ccc(OCC)cc3)c(OC)c2)CC1
-2%	-12%	-3%	CCOC(=O)N1CCC(NC(=O)C2=C(C)C(=O)OC23CCC(C)CC3)CC1 (centres undefined)
-2%	-8%	-6%	Cc1cccc(OCC(=O)NCC(=O)N/N=C/c2cc(Br)ccc2OCc2ccccc2)c1
-1%	14%	0%	Cc1cc(C)c(S(C)(=O)=O)c(=O)[nH]1
0%	9%	-5%	CCOc1ccccc1CNCCOC
-6%	5%	-8%	S=c1[nH]nc(-c2cccnc2)n1/N=C/C(Cl)=C\c1ccccc1
2%	4%	3%	COc1cccc(/C=N/NC(=O)C(=O)NCc2cccnc2)c1OC
nt	-18%	-9%	O=C(Cn1cc(SCc2ccccc2Cl)c2ccccc21)N1CCCCCC1
-7%	-20%	-3%	CCN(c1ccccc1)S(=O)(=O)c1ccc(Cl)c(NC(=O)CSc2nnc(C)s2)c1
nt	24%	2%	Cc1cccc(NC(=O)CSc2nc3c([nH]c4ccccc43)c(=O)n2-c2cc(C)cc(C)c2)c1
2%	-15%	-6%	CS(=O)(=O)N(CC(=O)NCCc1ccccc1)c1cccc([N+](=O)[O-])c1
9%	1%	0%	CCCCCc1c(O)nc(SCC(=O)NCC2CCCO2)[nH]c1=O (centres undefined)
-2%	-2%	-3%	FC(F)C(F)(F)C1=CC(c2cccs2)=NCCN1
nt	-14%	3%	N#C/C(=C\c1ccc(Cl)cc1)c1nc2ccccc2[nH]1
nt	-8%	-4%	O=S(=O)(c1ccc(SCCOc2cccc(Br)c2)nc1)N1CCCC1
12%	-1%	-3%	O=C(NCc1ccc(Cl)cc1)c1ccc(-c2ccccc2C(F)(F)F)o1
-9%	-5%	-7%	Nc1sc(-c2ccccc2)c(Cc2ccccc2)c1C(=O)O
-1%	0%	-22%	Cc1cccc(C)c1OCC(=O)NCc1nnc(SCC(=O)NC2CCCCC2C)n1C (centres undefined)
4%	-7%	-2%	O=C(COc1ccc2ccccc2c1Br)N1CCOCC1
0%	-4%	-5%	CCOC(=O)c1c(-c2ccc(OC)cc2)csc1/N=C/N(C)C
-13%	3%	2%	CCCCc1nnc(SCC(=O)Nc2nccs2)n1CC
2%	-7%	0%	Cc1ccc(S(=O)(=O)Nc2ccc(S(=O)(=O)NC(C)(C)C)cc2)cc1
nt	-4%	-1%	CC1CC(=O)Nc2ccccc2N1C(=O)CSc1ncnc2sccc12 (centres undefined)
0%	-5%	-3%	CC(=O)Nc1ccc2c(c1)nc1n2CCN(C2CCCCC2)C1
-16%	?	-5%	FC(F)(F)c1nc2cc3nc4ccccc4[nH]c3cc2n1
nt	-19%	-15%	C[C@@]12C(=O)Nc3cc(Cl)ccc3C(=O)N1[C@H]1c3cc(Cl)ccc3OC[C@@H]1[C@@H]2c1ccccc1
-5%	-3%	1%	CSc1ccc(C(=O)N2CCC(CCC(=O)NCc3ccc(F)cc3)CC2)cc1
?	-13%	-4%	CN(C)/C=C/c1onc(-c2c(Cl)cccc2Cl)c1C#N
16%	-9%	23%	COc1cc(/C=C2/CCc3ccccc3C2=O)cc(OC)c1OC
-2%	-11%	-8%	Cc1c(-c2ccc(Br)cc2)nc2ccccn12
nt	4%	0%	COc1ccc(CNC(=O)C(=O)NCC(c2cccnc2)N2CCN(c3ccccc3)CC2)cc1 (centres undefined)
0%	-34%	-10%	Cc1ccc(NS(=O)(=O)c2ccc(F)cc2)nc1
-7%	11%	-1%	COc1ccc(CCC(=O)NCc2ccc3c(c2)OCO3)cc1
-5%	2%	0%	CCCCOc1ccc(C(=O)N(CC)CC(=O)NCc2cccs2)cc1
10%	-2%	0%	CCOCCCNC(=S)NNC(=O)CCn1nc(C)c(Br)c1C
-9%	0%	-5%	COc1ccc(C(=O)N2CCN(C(=O)CC(C)C)CC2)cc1OC
7%	7%	-9%	Cc1ccccc1NCC(=O)N/N=C/c1c(C)c(C(=O)c2ccc(Cl)cc2)n2ccccc12
nt	10%	?	COc1ccc(-c2cc3ccc(O)c(CN4CCOCC4)c3oc2=O)cc1OC
2%[2.35 µM]	-11%	0%	O=C1NCCCC1C(=O)N1CCN(C(=O)c2ccco2)CC1 (centres undefined)
2%	14%	?	O=C(NNC(=O)c1cccc2ccccc12)c1ccccc1O
-4%	-10%	-7%	Cc1ccc(C(=O)COC(=O)C2CC(=O)N(c3nc(-c4ccccc4)cs3)C2)cc1 (centres undefined)
-17%	-3%	-2%	COc1cccc(C(=O)NCCS(=O)(=O)NC(C)CCc2ccccc2)c1 (centres undefined)
-6%	-13%	0%	Cc1cc(C(=O)NC2CCCC2)c2ccccc2n1
25%	-2%	-7%	Cc1cccc(S(=O)(=O)c2c(N)n(-c3ccccc3)c3nc4ccccc4nc23)c1
3%	-4%	23%	Cc1ccc(Cl)cc1N1CCN(CC(=O)NC2CCCc3ccccc32)CC1 (centres undefined)
-3%	3%	2%	Cc1cccc(N2CCN(C(=O)CNC(=O)c3cccc([N+](=O)[O-])c3)CC2)c1C
-7%	11%	-3%	O=C(CN1CCCCC1)Nc1ccc(N2CCCCCC2)cc1
-2%	-9%	4%	COc1ccc(Cl)cc1N(CC(=O)NC1CC1)S(=O)(=O)c1ccc(C)c([N+](=O)[O-])c1
-4%	-1%	-4%	CCCNC(=O)NC(=O)COc1ccc2oc3ccccc3c2c1
-1%	4%	-1%	Oc1ccccc1C1OCC2(CO1)COC(c1ccccc1O)OC2 (centres undefined)
nt	-4%	-10%	Cc1nn2c(=O)cc(COC(=O)c3cccc(NC(=O)c4ccc(F)cc4)c3)nc2s1
nt	-16%	1%	CC[C@@]1(C(=O)OC)N[C@H](CN(C)C(=O)Nc2ccc(C(F)(F)F)cc2)[C@@H]2C(=O)N(C)C(=O)[C@@H]21
11%	-15%	1%	Cc1ccc2oc(-c3ccco3)cc(=O)c2c1

# Complete entries, quoted from the list:
# `Cc1ccc(NS(=O)(=O)c2ccc(F)cc2)nc1` in the list: N370S GC = 0%; FEN1 inhibitor = -34%; GCN5L2 inh = -10%
# `COc1cc(/C=C2/CCc3ccccc3C2=O)cc(OC)c1OC` in the list: N370S GC = 16%; FEN1 inhibitor = -9%; GCN5L2 inh = 23%

# Sorted by SMILES length (high to low): some entries from above.
N370S GC	FEN1 inhibitor	GCN5L2 inh	structure
-17%	-3%	-2%	COc1cccc(C(=O)NCCS(=O)(=O)NC(C)CCc2ccccc2)c1 (centres undefined)
0%	-5%	-3%	CC(=O)Nc1ccc2c(c1)nc1n2CCN(C2CCCCC2)C1
0%	-34%	-10%	Cc1ccc(NS(=O)(=O)c2ccc(F)cc2)nc1

# Returning to the listing, repeating the 2 entries before the break.
N370S GC	FEN1 inhibitor	GCN5L2 inh	structure
nt	-16%	1%	CC[C@@]1(C(=O)OC)N[C@H](CN(C)C(=O)Nc2ccc(C(F)(F)F)cc2)[C@@H]2C(=O)N(C)C(=O)[C@@H]21
11%	-15%	1%	Cc1ccc2oc(-c3ccco3)cc(=O)c2c1
-1%	-9%	-3%	Nc1nc2ccccc2n1/N=C/c1ccc([N+](=O)[O-])s1
-12%	0%	-1%	Cc1ccc(S(=O)(=O)N2CCCC2C(=O)OCc2nc3sc(C)c(C)c3c(=O)[nH]2)cc1 (centres undefined)
nt	-4%	-10%	COc1cc(OC)c2c(C)c(CC(=O)N3CCCCC3)c(=O)oc2c1
-12%	-16%	-13%	CCOc1ccc(N2CSC(=S)N(c3ccc(OCC)cc3)C2)cc1
5%	5%	-4%	CC1CCCC(C(=O)O)N1C(=O)CCSSCCC(=O)N1C(C)CCCC1C(=O)O (centres undefined)
-1%	-2%	-6%	CCn1ncc(Br)c1C(=O)Nc1cccc(F)c1
1%	-4%	-4%	CC(C)CC(NC(=O)c1ccco1)C(=O)Nc1ccc2c(c1)OCCO2 (centres undefined)
nt	-3%	1%	Cc1cccc(NC(=O)Nc2nnc(N(C)Cc3ccccc3)s2)c1
-27%	18%	1%	COc1ccc(N(CC(=O)N2CCN(Cc3ccccc3)CC2)S(C)(=O)=O)cc1Cl
nt	4%	-14%	CCN(CC)C(=O)OCc1c(-c2ccccc2)ncc2ccccc12
2%	-21%	-3%	COc1ccccc1-n1nnnc1S(=O)(=O)Cc1ccc(Cl)cc1
3%	12%	-2%	Cc1cccc(C)c1NC(=O)COC(=O)c1nonc1N
nt	-6%	-8%	CC1CCc2noc(NC(=O)c3ccc([N+](=O)[O-])cc3)c2C1 (centres undefined)
-4%	nt	-9%	O=c1c(-c2cccs2)nc2cncnc2n1Cc1ccccc1
-6%	-1%	-14%	CC(=O)c1ccc(S(=O)(=O)N(C)CC(=O)N2CCCCCC2)cc1
-6%	7%	-6%	CCN1CCN(C(=S)Nc2ccc(Cl)cc2)CC1
-2%	2%	-1%	NCCCC(=O)N1c2ccccc2Sc2ccc(Cl)cc21
1%	16%	2%	C[N+](C)(C)C(Cc1ccccc1)C(=O)[O-] (centres undefined)
2%	4%	13%	O=C(O)C1CCN(Cc2cccnc2)CC1
-10%	1%	-19%	CC(=O)Nc1ccc(N=NN2CCOCC2)cc1
nt	14%	-1%	COc1ccc(OC)c(NC(=O)C2CCN(S(=O)(=O)c3c(C)noc3/C=C/c3ccc(C)cc3)CC2)c1
-1%	12%	-6%	O=C(C[n+]1cccc2ccccc21)c1ccc(Br)cc1
-15%	2%	-13%	CN(C)/C=C1\C(=O)N(c2ccc(Oc3ccccc3)cc2)CS1=O (centres undefined)
0%	-5%	0%	Cn1c(CCN2CCCCC2)nc2cc(NC(=O)C3CCCCC3)ccc21
9%	1%	0%	CCOc1ccccc1NC(=O)C1CC(=O)n2ncnc2N1 (centres undefined)
nt	-8%	-1%	CCC(Sc1nc2ncccc2[nH]1)C(=O)Nc1cccc(OC)c1 (centres undefined)
-5%	-8%	-21%	O=C(c1ccc(OC2CCN(Cc3cccc(OCCO)c3)CC2)cc1)N1CCCC1
nt	-16%	-10%	Cc1ccsc1CN(C)C(=O)CN1C(=O)NC(c2ccccc2)(c2ccccc2)C1=O
-4%	7%	-16%	CC1CCCN(S(=O)(=O)c2ccc(C(=O)Nc3nnc(-c4ccncc4)o3)cc2)C1 (centres undefined)
-3%	13%	1%	O=C(C1CCCN1C(=O)c1cccs1)N1CCN(Cc2ccc3c(c2)OCO3)CC1 (centres undefined)

# Single values from the entries so far.
# CC1CCc2noc(NC(=O)c3ccc([N+](=O)[O-])cc3)c2C1 (centres undefined) @ GCN5L2 inh: -8%
# O=C(C1CCCN1C(=O)c1cccs1)N1CCN(Cc2ccc3c(c2)OCO3)CC1 (centres undefined) @ N370S GC: -3%
# COc1ccccc1-n1nnnc1S(=O)(=O)Cc1ccc(Cl)cc1 @ GCN5L2 inh: -3%
# Cn1c(CCN2CCCCC2)nc2cc(NC(=O)C3CCCCC3)ccc21 @ GCN5L2 inh: 0%

# Next section
N370S GC	FEN1 inhibitor	GCN5L2 inh	structure
26%	-4%	-10%	O=C(Cn1c(-c2cscn2)nc2ccccc21)Nc1ccc2ccccc2c1
18%	17%	-16%	Cc1ccc(N2CCN(C(=O)C3CCCN(c4ncnc5c4nc4n5CCCCC4)C3)CC2)c(C)c1 (centres undefined)
2%	-2%	-5%	O=C(Cn1cnc([N+](=O)[O-])n1)N/N=C/c1ccc(O)cc1O
-13%	-6%	-11%	COc1ccccc1CNS(=O)(=O)c1ccc2c(c1)N(C(C)=O)CC(C)S2 (centres undefined)
-5%	6%	-5%	Cc1ccc(-c2cc(C(=O)Nc3ccc(S(=O)(=O)Nc4onc(C)c4C)cc3)[nH]n2)c(O)c1
-26%	-8%	0%	COc1ccc(Br)cc1S(=O)(=O)Nc1cccc(C)n1
nt	16%	-13%	COc1ccc(C(=O)N2CCC(c3nc4ccccc4s3)CC2)cc1Cl
-2%	-11%	-7%	COc1cc(/C=N/OCC(=O)Nc2ccc(OC(F)F)cc2)ccc1OCc1ccccc1
10%	-13%	26%	CC(=O)Nc1ccc(C(=O)NCCN2CCOCC2)cc1
14%	-2%	-5%	O=C(NCCc1ccccc1)C(=O)NCc1ccncc1
11%	-3%	-6%	CCOc1cccc(C(=O)NC(=S)Nc2cccc(NC(=O)c3ccccc3Cl)c2)c1
-2%	-3%	-10%	Cc1ccc2nc(N3C(=O)CNC3=S)sc2c1
nt	9%	-2%	COc1ccccc1NC(=O)N1CCN(c2nnc(C)c3c(C)n(-c4ccccc4)nc23)CC1

# Compound activity (PubChem)
